# M5 ag: human M5 muscarinic receptor agonists, primary screen, CHO-K1 cells, Fluo-8 calcium fluorescence; actives 0.19% (n = 360,000); activation, % at 3 µM; Muscarinic acetylcholine receptor M5 (Homo sapiens), P08912; AID 624037, 2012; CHO-K1 hM5 cells; 0% DMSO wells, 100% maximal acetylcholine response;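 active means activation above the run's mean over test compounds plus 3 SD, cut at about 23% in these data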;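 further: signal is peak over basal fluorescence ratio across the kinetic read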
# TAAR1 agonist: human TAAR1 agonists, primary screen, Fluo-8 calcium fluorescence, CHO RD-HGA16 cells. Trace amine-associated receptor 1 (Homo sapiens), Q96RJ0. activation, % at 3 µM. vehicle wells 0%, saturating PEA agonist 100%. actives 0.99% (n = 360,000);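 active means activation above the mean activation of all test compounds in the run plus 3 SD, cut at about 38% in these data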
#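 Benchmarks: low control DMSO, high control PEA (EC100); System: CHO RD-HGA16 cells carrying human TAAR1 plus Gα16; Detection: Fluo-8 fluorescence, 5 s baseline then 140 s kinetic read; Schedule: 17-24 h plating, Fluo-8 75 min 37 °C, 30 min RT; Read-out basis: % activation from peak over basal fluorescence ratio, DMSO-to-PEA scaled.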
# CHRM1 antagonist: human M1 muscarinic receptor antagonists, primary screen, CHO-K1 cells, Fluo-8 calcium fluorescence, 1536-well. inhibition, % at 3 µM. AID 588852, 2011. CHO-K1 hM1, ACh EC80 antagonist. Muscarinic acetylcholine receptor M1 (Homo sapiens), P11229. actives 1.3% (n = 360,000);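 active means percent inhibition above its own plate's cutoff, namely the mean of that plate's compound wells plus 3 SD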;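 further: peak over basal fluorescence ratio during 140 s after agonist addition; 0% = ACh EC80 plus DMSO and 100% = DMSO alone without agonist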
# Target sequence (P11229 whole entry, looked up): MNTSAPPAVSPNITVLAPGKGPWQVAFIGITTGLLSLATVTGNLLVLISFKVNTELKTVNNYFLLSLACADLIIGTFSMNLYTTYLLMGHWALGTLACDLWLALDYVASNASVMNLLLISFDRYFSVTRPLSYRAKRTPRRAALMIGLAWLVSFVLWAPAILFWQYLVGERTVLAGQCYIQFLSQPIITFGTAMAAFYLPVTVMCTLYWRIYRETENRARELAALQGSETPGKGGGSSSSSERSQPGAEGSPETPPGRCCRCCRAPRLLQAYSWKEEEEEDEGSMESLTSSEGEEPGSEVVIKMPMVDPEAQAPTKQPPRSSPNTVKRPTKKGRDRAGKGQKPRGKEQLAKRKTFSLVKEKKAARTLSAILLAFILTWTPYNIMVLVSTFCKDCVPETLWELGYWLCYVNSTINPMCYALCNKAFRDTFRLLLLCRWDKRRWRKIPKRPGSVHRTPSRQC
# M4 antag: human M4 muscarinic receptor antagonists, primary screen, CHO cells, Fluo-8 calcium fluorescence; CHO-hM4 cells, ACh EC80; inhibition, % at 3 µM; actives 0.73% (n = 360,000);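 active means inhibition above its plate's cutoff, the mean inhibition of sample wells plus 3 SD, cut at about 27% in these data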;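 further: 0% = acetylcholine EC80 with DMSO and 100% = DMSO without agonist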
# Target sequence (P08173 whole entry, looked up): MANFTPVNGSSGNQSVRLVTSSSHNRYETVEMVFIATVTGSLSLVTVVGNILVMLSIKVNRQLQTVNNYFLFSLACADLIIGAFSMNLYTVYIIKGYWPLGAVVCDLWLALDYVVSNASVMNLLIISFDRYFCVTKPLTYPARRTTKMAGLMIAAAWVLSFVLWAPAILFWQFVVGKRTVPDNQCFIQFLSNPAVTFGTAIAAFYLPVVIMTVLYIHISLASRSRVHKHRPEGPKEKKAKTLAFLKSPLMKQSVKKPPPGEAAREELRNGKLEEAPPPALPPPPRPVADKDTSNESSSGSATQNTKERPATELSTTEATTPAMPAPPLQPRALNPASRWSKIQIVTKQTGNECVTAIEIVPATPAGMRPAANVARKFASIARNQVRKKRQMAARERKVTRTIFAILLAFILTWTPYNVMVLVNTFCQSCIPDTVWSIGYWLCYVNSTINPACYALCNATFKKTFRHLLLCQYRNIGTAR
# CHRM5 PAM: human M5 muscarinic receptor positive allosteric modulators, primary screen, CHO-K1 cells, Fluo-8 calcium fluorescence; CHO-K1 hM5, ACh EC20 PAM; 0% = ACh EC20, 100% = ACh EC100; AID 624038, 2012; activation, % at 3 µM; actives 0.3% (n = 360,000); Muscarinic acetylcholine receptor M5 (Homo sapiens), P08912;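 active means activation above the run cutoff, the mean activation of all test compounds plus 3 SD, cut at about 18% in these data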
#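 Measured by: Fluo-8 calcium fluorescence; material: human M5 receptor in CHO-K1 cells; schedule: Post-acetylcholine fluorescence recording 140 s; benchmarks: low control EC20 acetylcholine (0%), high control EC100 acetylcholine (100%); read-out: Max/basal fluorescence ratio as % of EC20–EC100 ACh window; compound: single dose, 3 µM nominal final test concentration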
# M5 antag: human M5 muscarinic receptor antagonists, primary screen, CHO cells, Fluo-8 calcium fluorescence; actives 0.59% (n = 360,000); CHO-hM5 cells, ACh EC80; inhibition, % at 3 µM;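 active means inhibition above a per-plate cutoff, the mean of that plate's test compounds plus 3 SD, cut at about 27% in these data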;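 further: 0% = acetylcholine EC80 with DMSO and 100% = DMSO without agonist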
# CHRM4 agonist: human M4 muscarinic receptor agonists, primary screen, CHO-K1 cells, Fluo-8 calcium fluorescence | Muscarinic acetylcholine receptor M4 (Homo sapiens), P08173 | CHO-K1 hM4/Gqi5; vehicle 0%, full acetylcholine response 100% | activation, % at 3 µM | actives 0.14% (n = 360,000) | AID 624127, 2012;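 active means activation above the run mean over all test wells plus 3 SD, cut at about 32% in these data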;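 further: peak over basal fluorescence ratio per well then scaled between controls; 0% = DMSO wells and 100% = acetylcholine at EC100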
# CHRM1 agonist: human M1 muscarinic receptor agonists, primary screen, Fluo-8 calcium fluorescence, CHO-K1 cells, HTS; CHO-K1 hM1, agonist mode; 0% DMSO, 100% acetylcholine EC100; actives 0.33% (n = 360,000); activation, % at 3 µM; AID 588814, 2011; Muscarinic acetylcholine receptor M1 (Homo sapiens), P11229;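 active means activation above the run's mean compound activation plus 3 SD, cut at about 16% in these data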;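 further: peak over basal fluorescence ratio within a 140 s kinetic read after compound addition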
# M1 PAM: human M1 muscarinic receptor positive allosteric modulators, primary screen, CHO-K1 cells, Fluo-8 calcium fluorescence, 1536-well; Muscarinic acetylcholine receptor M1 (Homo sapiens), P11229; CHO-K1 hM1, ACh EC20; 0% = ACh EC20, 100% = maximal ACh; activation, % at 3 µM; actives 0.088% (n = 360,000); in the data active means activation above about 19%, passing the limit was not always enough
# The depositor's hits bear a star; x = not tested or not shown. Only part of the results is shown; rates above refer to the full screens.
SMILES,M5 ag,TAAR1 agonist,CHRM1 antagonist,M4 antag,CHRM5 PAM,M5 antag,CHRM4 agonist,CHRM1 agonist,M1 PAM
COc1cccc(-n2c(SCC(=O)O)nnc2-c2cccnc2)c1,1,5,23*,1,-1,-6,1,-4,-16
COc1ccc(Cn2c(C)ccc2C)cc1,-1,0,-6,-16,-5,-2,0,-2,2
O=C(Nc1cccc(C2OCCCO2)c1)c1cccs1,1,1,-2,6,3,-3,0,-4,7
CC1CCc2cc(F)ccc2N1C(=O)CSc1nnc2c3ccccc3n(C)c2n1 (stereo not drawn),3,1,-1,8,1,1,1,-6,-1
COCCCNc1cc(C)nc2ccccc12,-8,1,-18,-1,3,6,2,-5,11
Cc1cc2c(cc1C)-c1nnnn1C(N1CCC(Cc3ccccc3)CC1)C(=O)N2 (stereo not drawn),0,0,x,21,-9,24,10,x,x
CCC(C)(C)C1CCc2[nH]nc(C(=O)O)c2C1 (stereo not drawn),4,5,-10,2,11,-5,1,-1,10
CCCNC(=O)C1CCC(CNS(=O)(=O)c2ccc3c(c2)CC(C)N3C(C)=O)CC1 (stereo not drawn),-4,1,-1,-10,1,5,-1,-6,-3
CCN(CC)S(=O)(=O)c1ccc(NS(=O)(=O)c2ccc(O)c([N+](=O)[O-])c2)cc1,-1,3,-3,1,2,-1,1,-2,6
CCn1c(N2CCN(CC(=O)c3c(C)n(C)c4ccccc34)CC2)nc2c1c(=O)[nH]c(=O)n2C,-3,3,-4,-8,-2,-4,2,-4,6
Cc1ccc(-c2nn(CCC#N)cc2C=C(C#N)C#N)cc1,2,1,-32,6,0,-8,1,-3,3
O=C(CN1CCCC1)Nc1nnc(-c2cccs2)s1,-1,1,-7,-15,-1,-3,1,-5,2
COc1ccc(CSCCNC(=S)Nc2ccccc2)cc1Cl,-15,2,16,7,-27,10,7,-4,-14
COc1ccc(N=C2SCC(=O)N2Cc2ccccc2)cc1,-7,1,14,21,-13,12,-1,-10,-19
CCN(CC)C(=O)C(=O)c1ccn(-c2c(C)csc2C(=O)OC)c1,-2,2,-9,5,-5,2,0,3,6
CNc1cncc(-c2cccnc2)n1,-1,1,-15,-6,-3,2,0,-1,12
CC(C)(C)OC(=O)N[C@H](C(=O)OC(C)(C)C)c1ccc(Br)cc1,-4,9,-6,0,-19,8,-1,-6,-2
COc1cc(C(=O)NC23CC4CC(CC(C4)C2)C3)cc(OC)c1OC,-7,2,-21,-4,-3,9,0,-3,14
Cc1[nH]nc2ncc(C(=O)c3cc(Cl)cc(Cl)c3O)cc12,-5,0,2,5,5,3,0,-3,3
Cc1cc(C(=O)N/N=C2\CC(=O)CC(C)(C)C2)c2ccccc2n1,-1,5,5,0,-4,1,2,-7,1
COc1cc(/C=N/Nc2ccc(C(=O)O)cc2)ccc1O,-4,4,-6,-9,-6,0,1,-6,7
CCCc1nnc(SCC(=O)Nc2nc(C)cs2)n1CCOC,-4,4,-4,-6,2,5,2,1,12
Cc1cc(-c2cc(-c3ccccc3)on2)nc(NCC2CC2)n1,-1,16,-5,-6,1,-2,-1,-3,9
CCc1ccc(C(=O)NNC(=O)c2cc(S(=O)(=O)N(C)C)ccc2N2CCCC2)cc1,-4,7,-8,8,-4,8,1,-5,6
O=C(NC1CC1)c1nc(Cn2ccc([N+](=O)[O-])n2)no1,-2,1,-21,0,6,3,1,-4,13

# Brought forward from above: two compounds; new compounds follow.
SMILES,M5 ag,TAAR1 agonist,CHRM1 antagonist,M4 antag,CHRM5 PAM,M5 antag,CHRM4 agonist,CHRM1 agonist,M1 PAM
CCc1ccc(C(=O)NNC(=O)c2cc(S(=O)(=O)N(C)C)ccc2N2CCCC2)cc1,-4,7,-8,8,-4,8,1,-5,6
O=C(NC1CC1)c1nc(Cn2ccc([N+](=O)[O-])n2)no1,-2,1,-21,0,6,3,1,-4,13
CC(C)(C)Cc1nc2ccccc2n1CCc1ccccc1,-13,27,-2,-2,-16,0,-2,-4,3
COc1ccc(-c2cc(C3CCN(c4cc(Cl)nc(N)n4)CC3)[nH]n2)cc1,7,43*,16,11,-15,11,18,4,-1
Cc1cc(C(=O)c2ccccc2)nc2ccccc12,-2,2,-2,-11,1,-3,-1,-4,5
CCOc1ccc(NC(=O)CN(C)C(=O)c2cccnc2SC)cc1OCC,-2,1,-10,3,2,-4,0,-2,8
CSc1nsc(SCC(=O)Nc2ccc(F)cc2F)n1,-3,0,-16,-13,3,-3,2,-4,16
O=C(Nc1nc(-c2ccccc2)c(-c2ccccc2)s1)c1ccc(S(=O)(=O)N2CCCCC2)cc1,1,7,-4,0,1,-2,1,-2,0
COc1ccc(C(=O)N2CCC(n3nccc3NC(=O)C3CCOC3)CC2)cc1 (stereo not drawn),-3,1,11,9,-4,16,0,-2,-1
Clc1cccc(Cl)c1CNCCCSc1ncccn1,-6,11,-13,-1,3,1,0,-7,7
Cc1cccc(N(CC(=O)NC2CCCC2)C(=O)CS(=O)CC(=O)Nc2ccc3c(c2)OCO3)c1 (stereo not drawn),-1,4,0,-9,-2,-2,-1,-7,-1
O=C(NCc1cccnc1)c1cc(C2CCCCN2C(=O)c2cccs2)on1 (stereo not drawn),-1,-1,-20,-5,-1,8,1,-9,6
O=C(CCOc1ccccc1)NCC(c1ccco1)N1CCCCC1 (stereo not drawn),-7,7,11,12,-6,3,1,-6,-3
CN(C)CCCN(C(=O)c1ccc(S(=O)(=O)N2CCc3ccccc32)cc1)c1nc2c(Cl)cccc2s1,-7,34,-15,-5,0,5,6,-2,10
CCc1ccc(NC(=O)CSc2nnc(-c3n[nH]c4ccccc34)n2-c2ccccc2)cc1,1,5,14,1,-3,5,2,-6,-6
CCOc1ccc(-c2nc3n(c(=O)c2C#N)CCS3)cc1,-3,0,-11,6,-4,5,0,-7,8
Cc1ccc(N2CC(C(=O)NCc3cccs3)CC2=O)cc1 (stereo not drawn),0,0,-2,0,3,-6,0,1,15
Cc1nc(Cc2nnc(SC(C)C(=O)Nc3ccccc3)o2)cs1 (stereo not drawn),0,1,-26,-3,2,-6,0,-2,13
CS(=O)(=O)N(CC(=O)N1CCCC1)c1ccc(Cl)cc1,0,0,-9,14,5,1,0,-1,6
CCCCc1nnc(NC(=O)C(C)Sc2nc(N)cc(=O)[nH]2)s1 (stereo not drawn),-1,3,-8,5,-4,-1,1,-4,7
COc1ccc(C2C(C(C)=O)=C(O)C(=O)N2CCCn2ccnc2)cc1OC (stereo not drawn),0,8,-13,2,4,-3,0,-1,11
CC(C)CNC(=O)C(=O)Nc1ccc(N(C)C)cc1,0,1,4,7,-4,4,2,-4,0
COc1ccc(OC)c2sc(NC(=O)c3cccc(N4C(=O)CCC4=O)c3)nc12,-5,5,-5,-4,7,-2,3,-1,3
Cc1c(Cl)cnc(NC(=O)COC(=O)C2CC3CCCC(C2)C3=O)c1Cl (stereo not drawn),0,-2,-5,-2,8,-10,2,-5,4
O=C1CC(c2ccco2)Cc2c1cnn2-c1nc2ccccc2s1 (stereo not drawn),-3,0,-2,-21,-1,-11,1,-5,1
CN1CCN(Cc2cn[nH]c2-c2ccc(F)cc2F)[C@@H](c2ccccc2)C1,-5,2,21*,3,-1,5,2,46*,-28
Cc1cccc(C#CC2=CC(=O)CC(C)(C)C2)c1,0,5,-20,2,-1,-2,-1,3,20

# The list goes on; the last three above are carried over.
SMILES,M5 ag,TAAR1 agonist,CHRM1 antagonist,M4 antag,CHRM5 PAM,M5 antag,CHRM4 agonist,CHRM1 agonist,M1 PAM
O=C1CC(c2ccco2)Cc2c1cnn2-c1nc2ccccc2s1 (stereo not drawn),-3,0,-2,-21,-1,-11,1,-5,1
CN1CCN(Cc2cn[nH]c2-c2ccc(F)cc2F)[C@@H](c2ccccc2)C1,-5,2,21*,3,-1,5,2,46*,-28
Cc1cccc(C#CC2=CC(=O)CC(C)(C)C2)c1,0,5,-20,2,-1,-2,-1,3,20
Nc1cc(C(=O)OCC(=O)NNC(=O)c2cccs2)ccc1Cl,1,3,2,7,-11,14,0,-1,-4
CCOc1ccccc1NC(=O)CCc1c(C)nn(-c2ccc(N3CCCCC3)nn2)c1C,2,9,8,5,-12,-1,13,0,-7
O=C(Nc1cnn(Cc2ccc(Cl)cc2Cl)c1)c1noc2c1CCCC2,1,25,-1,4,-5,0,5,-2,2
CC1CC(C)CN(S(=O)(=O)c2cccc3cccnc23)C1 (stereo not drawn),3,-3,-18,-2,-4,4,1,2,15
CCn1c(NCc2ccco2)nc2c1c(=O)n(C)c(=O)n2C,4,7,-10,-5,-7,6,1,-2,7
O=C(O)C1CCCN1S(=O)(=O)c1ccccc1 (stereo not drawn),1,9,-14,-7,26*,-9,2,-5,11
Cc1ccc(CNc2ccc(Cl)cc2[N+](=O)[O-])cc1,-4,11,2,-4,-3,0,-2,-5,-1
Cc1cc(-c2n[nH]c(=S)n2/N=C/c2cc([N+](=O)[O-])ccc2Cl)n[nH]1,-1,0,3,-5,-4,8,1,-3,2
COc1ccc(NC(=O)CN(c2c(C)cccc2C)S(C)(=O)=O)cc1,0,1,-10,-15,-7,-4,2,-1,8
CCn1cc(S(=O)(=O)Nc2ccc(C)c(Cl)c2)cn1,-4,6,4,-4,4,-14,1,-5,-1
Cc1ccc(C)c(NC(=O)C2C3CCCC2C3c2ccccc2)c1 (stereo not drawn),-7,16,15,6,-12,9,0,-6,-6
O=C(NC1=NCCS1)C1CCN(S(=O)(=O)c2ccc(Cl)cc2)CC1,-1,2,-5,-2,-2,8,1,-3,5
O=C1C(=O)N(CCN2CCOCC2)C(c2ccncc2)/C1=C(/O)c1ccc2c(c1)OCO2 (stereo not drawn),1,7,-9,6,0,-4,1,0,8
Cc1ccc(C)c(OCC(=O)NCCNC(=O)COc2cc(C)ccc2C)c1,1,6,-3,14,1,-6,3,-4,6
Cc1ccccc1OC1C(=O)N(Cc2ccc3c(c2)OCO3)C1c1sccc1C (stereo not drawn),-2,12,2,22,-15,4,4,-4,-11
NC(=O)c1ccccc1N=Cc1cccnc1,5,2,-8,-2,2,9,1,-3,3
Cc1sc2ncnc(SCC#N)c2c1C,-3,4,-20,-3,3,-6,1,-10,14

# From PubChem BioAssay
